Compound activity deposited in PubChem BioAssay by several laboratories.
CRFR2-BP ag – agonists of CRF-BP/CRF-R2 complex, primary screen, cell-based, HEK293, calcium dye fluorescence, uHTS; AID 588473, 2011; activation, % at 13.2 µM; CRF-binding protein / CRF receptor 2 complex (human); calcium dye fluorescence (FLIPR); percent of saturating CRF peptide response; actives 0.46% (n = 350,000);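 active = activation of at least 50%, plus an integration ratio under a set limit after plate pattern correction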;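 also: plate controls were neutral control wells without compound for no effect and CRF at EC100 for full effect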
M5 antag – human M5 muscarinic receptor antagonists, primary screen, CHO cells, Fluo-8 calcium fluorescence; inhibition, % at 3 µM; CHO-hM5 cells, ACh EC80; actives 0.59% (n = 360,000); Muscarinic acetylcholine receptor M5 (Homo sapiens), P08912;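 active = inhibition above a per-plate cutoff, the mean of that plate's test compounds plus 3 SD, cut at about 27% in these data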;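 also: 0% = acetylcholine EC80 with DMSO and 100% = DMSO without agonist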
Target sequence (P08912 whole entry, looked up): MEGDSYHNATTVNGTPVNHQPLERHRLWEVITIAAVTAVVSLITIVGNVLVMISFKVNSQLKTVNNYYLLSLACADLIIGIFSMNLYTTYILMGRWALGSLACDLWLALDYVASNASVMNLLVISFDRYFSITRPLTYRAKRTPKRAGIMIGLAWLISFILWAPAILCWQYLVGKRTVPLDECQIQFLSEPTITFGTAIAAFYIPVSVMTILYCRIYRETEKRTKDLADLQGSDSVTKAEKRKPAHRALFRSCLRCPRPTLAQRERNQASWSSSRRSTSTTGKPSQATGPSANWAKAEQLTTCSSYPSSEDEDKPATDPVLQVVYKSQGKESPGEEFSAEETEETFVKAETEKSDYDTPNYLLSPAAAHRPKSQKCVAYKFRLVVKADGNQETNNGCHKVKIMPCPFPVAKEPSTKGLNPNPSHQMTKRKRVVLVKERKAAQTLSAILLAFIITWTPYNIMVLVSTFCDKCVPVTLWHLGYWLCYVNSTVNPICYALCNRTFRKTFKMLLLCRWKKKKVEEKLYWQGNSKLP
M5 PAM – human M5 muscarinic receptor positive allosteric modulators, primary screen, CHO-K1 cells, Fluo-8 calcium fluorescence. activation, % at 3 µM. AID 624038, 2012. CHO-K1 hM5, ACh EC20 PAM; 0% = ACh EC20, 100% = ACh EC100. actives 0.3% (n = 360,000);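 active = activation above the run cutoff, the mean activation of all test compounds plus 3 SD, cut at about 18% in these data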
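System: CHO-K1 cell line with stable human muscarinic M5 receptor expression | Also added: EC20 acetylcholine as agonist stimulus | Compound: One concentration, 3 µM final (nominal) | Timing: Fluo-8 loading 80 min at 37 °C plus 30 min room temperature | Measured by: Fluo-8 calcium dye fluorescence, kinetic read | Read-out basis: % activation, ACh-normalized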
CRFBP-R2 block – antagonists of CRF-BP/CRF-R2 complex, primary screen, cell-based, HEK293, calcium dye fluorescence, uHTS; CRF-induced calcium fluorescence; inhibition, % at 11.8 µM; actives 0.59% (n = 350,000); AID 588475, 2011;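 active = inhibition of the ligand-induced calcium signal above about 50% at the single tested concentration, limit read from the data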
M1 PAM parental – nonselective calcium activators in parental CHO-K1 cells, primary screen, counter-screen for M1 PAM project, cell-based, Fluo-8 calcium fluorescence, full deck, 1536-well. actives 0.02% (n = 360,000). activation, % at 3 µM. ATP EC20; 0% at ATP EC20, 100% at ATP max;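 active = activation above the run cutoff, the mean activation of all test compounds plus 3 SD, cut at about 40% in these data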;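 also: peak over basal fluorescence ratio in a 140 s read after ATP addition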
CHRM5 agonist – human M5 muscarinic receptor agonists, primary screen, CHO-K1 cells, Fluo-8 calcium fluorescence | AID 624037, 2012 | CHO-K1 hM5 cells; 0% DMSO wells, 100% maximal acetylcholine response | actives 0.19% (n = 360,000) | activation, % at 3 µM;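 active = activation above the run's mean over test compounds plus 3 SD, cut at about 23% in these data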;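 also: signal is peak over basal fluorescence ratio across the kinetic read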
TAAR1 antagonist – human TAAR1 antagonists, primary screen, Fluo-8 calcium fluorescence, CHO RD-HGA16 cells; Trace amine-associated receptor 1 (Homo sapiens), Q96RJ0; antagonist; inhibition, % at 3 µM; actives 1.5% (n = 360,000);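 active = inhibition above a per-plate cutoff, the mean inhibition of test compounds on that plate plus 3 SD, cut at about 49% in these data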;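 also: 0% = DMSO plus EC80 beta-PEA response and 100% = DMSO alone without agonist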
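Material: CHO RD-HGA16 cells bearing hTAAR1; compound dosing: one-point dosing, 3 µM nominal final; schedule: dye loading 75 min at 37 °C, then 30 min room temperature; measured by: calcium fluorescence with Fluo-8; control set: vehicle and agonist controls; replication: n of 1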
TAAR1 agonist – human TAAR1 agonists, primary screen, Fluo-8 calcium fluorescence, CHO RD-HGA16 cells; activation, % at 3 µM; Trace amine-associated receptor 1 (Homo sapiens), Q96RJ0; vehicle wells 0%, saturating PEA agonist 100%; actives 0.99% (n = 360,000);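 active = activation above the mean activation of all test compounds in the run plus 3 SD, cut at about 38% in these data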
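Test system: RD-HGA16 (CHO) cells co-expressing Gα16 and hTAAR1 | Doses: Single dose, 3 µM | Schedule: 17-24 h seeding, 75 min 37 °C dye, 30 min RT | Evaluation: % activation from peak over basal fluorescence ratio, DMSO-to-PEA scaled | Technique: Kinetic Fluo-8 calcium fluorescence | Benchmarks: Low control DMSO, high control PEA (EC100)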
CHRM4 PAM – human M4 muscarinic receptor positive allosteric modulators, primary screen, CHO-K1 cells, Fluo-8 calcium fluorescence | activation, % at 3 µM | Muscarinic acetylcholine receptor M4 (Homo sapiens), P08173 | CHO-K1 hM4/Gqi5, ACh EC20; 0% = ACh EC20, 100% = maximal ACh | actives 0.4% (n = 360,000) | AID 624126, 2012;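 active = activation above its plate's cutoff, the mean activation of sample wells plus 3 SD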; also: some results filed as inactive read as strong as hits
Target sequence (P08173 whole entry, looked up): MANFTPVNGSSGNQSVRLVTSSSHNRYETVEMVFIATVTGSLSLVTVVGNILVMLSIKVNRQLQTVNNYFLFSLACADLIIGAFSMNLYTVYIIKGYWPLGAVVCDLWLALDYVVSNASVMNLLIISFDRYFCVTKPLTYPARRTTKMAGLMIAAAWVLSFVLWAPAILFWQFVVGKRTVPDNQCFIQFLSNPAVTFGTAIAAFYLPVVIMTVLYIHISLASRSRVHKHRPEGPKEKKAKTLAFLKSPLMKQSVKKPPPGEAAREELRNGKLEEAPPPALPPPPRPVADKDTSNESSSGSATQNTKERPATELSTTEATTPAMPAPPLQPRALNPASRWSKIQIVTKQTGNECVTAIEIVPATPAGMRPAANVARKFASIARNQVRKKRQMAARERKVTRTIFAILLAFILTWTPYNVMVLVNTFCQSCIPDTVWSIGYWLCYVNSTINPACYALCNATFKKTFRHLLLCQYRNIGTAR
Starred values were filed as active, the others as inactive; . = not tested or not shown.

SMILES,CRFR2-BP ag,M5 antag,M5 PAM,CRFBP-R2 block,M1 PAM parental,CHRM5 agonist,TAAR1 antagonist,TAAR1 agonist,CHRM4 PAM
CCCC1(c2ccccc2)NC(=O)NC1=O (stereo not drawn),0.1,-2.0,1.9,-1.4,-8.5,-3.9,-5.8,-1.6,4.0
COc1ccc(/C=C/C(=O)N2CCOCC2)cc1OC,-0.8,-2.6,-1.0,6.0,13.2,2.8,-28.4,9.2,-3.5
Nc1c(C(=O)CSc2nnc(-c3ccccc3)o2)c(=O)[nH]c(=O)n1C1CC1,-0.8,-1.5,1.3,-6.2,1.2,1.0,-15.9,2.2,-2.4
Nc1c(C(=O)N/N=C/c2ccccc2)cnn1-c1ccccc1,-3.5,-0.9,7.7,-16.5,-3.3,-3.3,13.9,6.7,2.2
COC(=O)c1ccc(OCC(O)Cn2nnc3ccccc32)cc1 (stereo not drawn),-2.2,-4.1,-1.8,-7.9,10.0,3.1,-2.5,2.2,-2.1
CCN(CC)C(=O)c1c(NC(=O)c2ccccc2)sc(C)c1C,-0.9,-9.6,-10.7,19.7,3.8,-1.7,1.1,13.2,7.8
Cc1cccc(-n2ncc3c(NC(C)C)ncnc32)c1,0.1,5.6,-8.8,5.7,7.2,-0.5,7.1,0.4,1.9
CCN1C(=O)[C@H]2[C@@H](c3ccc(-c4cccc(Cl)c4)cc3)N[C@@](C)(C(=O)OC)[C@H]2C1=O,2.0,2.9,-4.8,-13.0,20.4,2.6,-30.2,2.0,3.2
O=C(Nc1cc(C(F)(F)F)ccc1N1CCCCC1)c1cccc([N+](=O)[O-])c1,9.4,0.1,1.9,-24.9,-0.6,1.2,-8.1,1.4,-5.0
COc1cc(C)ccc1OCc1cc(C(=O)N(Cc2c(C)nn(C)c2C)C2CC2)no1,-0.2,13.8,-10.8,-2.2,-5.0,0.4,16.2,1.0,-7.4
N#CCSc1nccc(-c2cc(Cl)sc2Cl)n1,0.6,0.3,3.9,12.7,13.0,-5.4,-5.8,1.3,12.6
COC(=O)N1[C@H](C)C=C[C@]1(Cc1ccccc1)C(=O)O,2.2,5.7,8.4,-1.2,-19.3,-0.7,-10.6,0.6,11.0
CCc1nnc(NC(=O)C2=CCN(S(=O)(=O)c3ccc(F)cc3)CC2)s1,-1.1,-0.3,-3.8,-14.5,-9.1,-0.8,-5.8,0.2,6.0
O=C(C[C@H]1C/C=C\C[C@H](Cc2ccc(F)cc2)C(=O)O[C@@H](c2ccccc2)CNC1=O)N[C@@H](CO)Cc1ccccc1,-0.1,7.5,-1.8,7.3,7.6,-1.5,40.7,9.2,13.0
COC(=O)C1=C(N)Oc2cc(C)n(Cc3cccnc3)c(=O)c2C1c1cccc(OC)c1OC (stereo not drawn),0.0,-12.0,5.5,6.9,8.8,1.0,-32.6,2.8,11.4
COC(=O)c1ccc(CN2C(=O)C(C)ON=C2c2ncccc2C)o1 (stereo not drawn),.,-0.8,0.1,.,20.8,-1.3,-12.6,0.7,1.2
CCCc1nnc(NC(=O)C23CC4CC(CC(C4)C2)C3)s1,16.2,1.6,-1.6,-105.7,-1.6,-2.0,-15.4,0.4,4.6
O=C(NC1CCS(=O)(=O)C1)N1CCCCC1 (stereo not drawn),-0.9,-4.6,-1.6,-5.7,17.2,-0.4,4.7,8.0,0.9
CCS(=O)(=O)c1ccc(O)c(NC(=O)COc2ccc(Cl)cc2)c1,-0.2,5.0,-9.2,10.1,12.1,0.8,8.1,8.2,-4.7
COC(=O)[C@]12CCCCC=C1N(CCC1=CCCCC1)C(=O)[C@H](CC(=O)NCc1cccs1)C2,.,-8.0,3.5,.,10.2,0.1,10.9,1.4,-4.1
COc1ccc(-n2c3c(cc(C(=O)Nc4ccc(C)cc4)c2=O)C(=O)CCC3)cc1,0.8,-7.3,4.9,-7.0,-6.7,0.2,7.3,7.5,9.0
COc1ccccc1NC(=O)C(=O)N1N=C(C(C)C)CC1(O)C(F)(F)F (stereo not drawn),-0.4,-2.3,5.3,6.9,2.4,0.2,-9.6,2.8,15.1
O=C(COc1ccc(C(=S)N2CCCC2)cc1)Nc1ccc(F)cc1,0.0,-3.6,-2.7,-16.4,-1.6,-2.4,-6.4,0.8,-4.3
CCOc1cc(C(=O)Nc2cc(C(=O)OC)ccc2C)ccc1OCC(=O)N1CCOCC1,0.1,13.6,-7.2,-7.8,-3.6,3.5,-9.9,14.6,5.4

The listing continues:
SMILES | CRFR2-BP ag | M5 antag | M5 PAM | CRFBP-R2 block | M1 PAM parental | CHRM5 agonist | TAAR1 antagonist | TAAR1 agonist | CHRM4 PAM
O=C(CNC(=O)c1ccccc1)OC(C(=O)c1ccccc1)c1ccccc1 (stereo not drawn) | -3.0 | -3.9 | 2.2 | -22.2 | 21.2 | 0.1 | 0.1 | 0.2 | -1.7
Cc1nc(N2CCOCC2)c2c(C)c(C(=O)Nc3ccc(F)cc3F)sc2n1 | -4.6 | -3.2 | 4.2 | -6.0 | 8.2 | -0.9 | 0.8 | 0.9 | -0.8
CC1(CC(=O)O)C(=O)N=C2C=CC=CN21 (stereo not drawn) | 0.1 | 5.9 | 0.6 | 7.0 | 23.9 | -0.7 | -2.5 | 10.5 | 1.9
CN(C(=O)COC(=O)C1(C)CC1(Cl)Cl)c1c(N)n(Cc2ccccc2)c(=O)[nH]c1=O (stereo not drawn) | 0.1 | 7.1 | -2.3 | 2.6 | 1.6 | 2.4 | 5.4 | -2.0 | 9.7
CCCCOc1ccc(C(=O)NN2CCN(C)CC2)cc1 | -1.8 | 3.3 | -11.7 | 0.3 | 18.6 | -7.3 | -11.0 | 1.4 | -0.2
O=C(c1cccc([N+](=O)[O-])c1)N1CCN(c2ccc(Cl)cc2)CC1 | -0.4 | 9.0 | -10.1 | 27.0 | 3.1 | -1.9 | -4.0 | 0.3 | -7.5
COC(=O)CSc1nc2cc3c(cc2cc1C)OCCO3 | -3.1 | -2.8 | 2.8 | -1.1 | 19.8 | -3.1 | -19.1 | -0.1 | 3.1
Cc1ccc(NC(=O)CSc2nc3ccccc3c(=O)n2CCCC(=O)NCCCN2CCOCC2)cc1C | 0.1 | 3.2 | 5.3 | -11.7 | 14.7 | -4.0 | -11.8 | 6.2 | -6.6
CN(C)c1ccc(CN2CCC(C(=O)NC(c3ccc(Cl)cc3)c3cnccn3)CC2)cc1 (stereo not drawn) | . | 1.5 | -6.3 | . | -4.0 | -2.5 | -14.4 | 3.0 | -2.6
Cc1cc(C)c2[nH]c(O)c(N=NC3=NC(=O)CS3)c2c1 | -1.6 | 4.5 | -3.5 | 14.6 | -1.2 | -6.3 | -15.8 | 1.3 | -0.5
CCN1CCN(C(CNS(=O)(=O)c2ccc(F)cc2)c2cccnc2)CC1 (stereo not drawn) | -1.3 | -13.3 | 4.7 | 17.8 | 13.2 | -5.4 | -28.1 | 4.5 | 11.9
CCc1ccc(C(=O)Nc2cccnc2Oc2ccc(Cl)cc2)cc1 | 2.5 | -8.8 | 0.3 | -8.6 | 26.6 | -4.0 | -5.3 | 1.5 | 1.4
CCOC(=O)/C(=C/c1ccc(N2CCC(c3ccccc3)=N2)cc1)C(C)=O | 253.8* | 7.2 | 3.3 | -306.8 | 10.0 | 2.8 | . | . | 9.2
O=C(NCCCNC(=O)c1c(F)cccc1F)c1c(F)cccc1F | 2.0 | 0.2 | 7.2 | -7.5 | 18.6 | -3.0 | 3.6 | 0.6 | 3.5
CCOc1ccc(CC2CC(=O)NC2=O)cc1 (stereo not drawn) | -1.7 | -0.7 | -1.2 | -3.3 | 22.3 | -0.2 | 6.9 | 2.7 | 2.4

Results in CRFR2-BP ag, M5 antag and CHRM5 agonist, for three of the compounds above:
Structure,CRFR2-BP ag,M5 antag,CHRM5 agonist
CC1(CC(=O)O)C(=O)N=C2C=CC=CN21 (stereo not drawn),0.1,5.9,-0.7
Cc1ccc(NC(=O)CSc2nc3ccccc3c(=O)n2CCCC(=O)NCCCN2CCOCC2)cc1C,0.1,3.2,-4.0
CCc1ccc(C(=O)Nc2cccnc2Oc2ccc(Cl)cc2)cc1,2.5,-8.8,-4.0

Other compounds:
SMILES | CRFR2-BP ag | M5 antag | M5 PAM | CRFBP-R2 block | M1 PAM parental | CHRM5 agonist | TAAR1 antagonist | TAAR1 agonist | CHRM4 PAM
CCN(CC(=O)NCc1cccs1)C(=O)c1cccc(S(=O)(=O)N(C)C)c1 | 0.4 | 12.3 | -4.2 | -2.9 | 17.1 | -0.7 | -0.1 | 3.4 | 0.7
O=C(CCl)Nc1cc(-c2ccccc2)nn1-c1ccccc1 | -2.2 | -2.0 | 2.7 | -3.4 | 20.4 | -0.3 | -11.7 | 0.8 | 3.6
CCOCCCNC(=O)c1ccc2c(=O)n(CCCOCC)c(=S)[nH]c2c1 | 0.3 | 10.1 | 0.8 | -11.7 | -7.6 | 0.3 | -14.3 | 1.7 | 6.5
O=C(NCc1cccnc1)c1cccc(NC(=O)c2ccco2)c1 | 0.4 | 7.1 | -6.2 | 6.4 | 5.9 | -2.0 | 5.5 | 3.1 | 1.9
Cc1cccc(C)c1Nc1nnc(SCc2nc3ccccc3c(=O)[nH]2)s1 | -5.5 | -4.3 | 4.3 | -35.2 | -9.6 | 8.4 | -2.7 | 2.2 | 9.7
Cc1cccc(N(Cc2cc(=O)[nH]c3ccccc23)C(=O)C(C)C)c1 | -6.2 | 9.9 | -0.8 | -2.0 | -4.4 | -14.7 | -9.7 | 1.1 | -11.9
COc1ccc(S(=O)(=O)Nc2cc(SCC(=O)O)c(O)c3ccccc23)cc1 | -0.8 | 6.1 | 1.4 | 0.2 | -0.6 | 3.5 | -6.0 | 0.8 | 2.9

Entries of single compounds, quoted from the list. Screens in order: CRFR2-BP ag	M5 antag	M5 PAM	CRFBP-R2 block	M1 PAM parental	CHRM5 agonist	TAAR1 antagonist	TAAR1 agonist	CHRM4 PAM
Shown for Cc1cccc(C)c1Nc1nnc(SCc2nc3ccccc3c(=O)[nH]2)s1 = -5.5	-4.3	4.3	-35.2	-9.6	8.4	-2.7	2.2	9.7
Shown for COc1ccc(S(=O)(=O)Nc2cc(SCC(=O)O)c(O)c3ccccc23)cc1 = -0.8	6.1	1.4	0.2	-0.6	3.5	-6.0	0.8	2.9
